Sm TGR block = S. mansoni TGR enzyme inhibition | purified TGR, DTNB reduction, TNB absorbance 405 nm | Potency, µM (highest dose often 114 µM), inactives show at the top dose activity change, negative = inhibition, hits mostly inhibitors | AID 485364 | 360,000 compounds, 3% hits | Q962Y6; also: potency is read from the fitted curve at half-maximal effect; nearly all actives have a fitted effect of over 60% in size
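TGR 20 nM + NADPH 100 uM (dispensed conc.), cpd preinc 15 min RT; start with NADPH (500 uM addition) then DTNB (15 mM addition). Kinetic TNB absorbance, 405 nm filter. Four-parameter Hill fit across titration.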
Giardia FBPA inh = blocks Giardia fructose-bisphosphate aldolase activity. AID 2451. Potency, µM (series often up to 59.6 µM), without a hit: at the highest dose activity, negative = inhibition, usual class: inhibitors. purified Giardia FBPA. 290,000 compounds, 0.71% hits. A8B2U2; also: potency is read from the fitted curve at half-maximal effect; nearly all actives have a fitted effect of over 55% in size
Target sequence (A8B2U2 whole entry, looked up): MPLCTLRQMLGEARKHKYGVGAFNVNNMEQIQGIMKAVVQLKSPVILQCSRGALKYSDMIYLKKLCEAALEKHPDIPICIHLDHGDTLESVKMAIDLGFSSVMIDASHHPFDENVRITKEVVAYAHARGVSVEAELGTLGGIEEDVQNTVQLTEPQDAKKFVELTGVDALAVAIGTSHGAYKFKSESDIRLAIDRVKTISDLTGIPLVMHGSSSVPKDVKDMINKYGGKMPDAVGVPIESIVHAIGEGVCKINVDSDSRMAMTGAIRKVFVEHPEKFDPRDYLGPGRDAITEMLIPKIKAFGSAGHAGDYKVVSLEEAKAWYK
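Giardia FBPA (40 nM reagent) was preincubated 10 min at RT with compound (up to 57.5 uM final), then substrate plus GAPDH/TPI/NAD/arsenate coupling system with diaphorase/resazurin was added; resorufin fluorescence (525/598 nm) was read after 20 min.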
HCMV inh = blocks human cytomegalovirus replication; HFF cells, HCMV-luciferase reporter, 72 h; stronger effect = lower value; AID 1259415; activity change, negative = inhibition, % at 57.5 µM; 410,000 compounds, 4.5% hits; in the data active = activity change below about -60%; inconclusive = no clear call, values can overlap the other calls; inactive = above about -39%
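Luciferase read-out from HCMV-luciferase-infected HFFs (MOI 1 PFU/cell) 72 h post infection at 37C; compounds added after 16 h cell attachment; activity normalized between buffer-only basal and Salinomycin (10uM) inhibitor controls.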
AmpC inh no detg = blocks E. coli AmpC beta-lactamase in detergent-free assay | P00811 | AmpC nitrocefin hydrolysis, absorbance 480 nm, 0.0001% Triton | Potency, µM (top dose mostly 57.1 µM), without a hit: at the top dose activity change, negative = inhibition, hits mostly inhibitors | 330,000 compounds, 0.52% hits;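 also: potency is read from the fitted curve at half-maximal effect; plate controls were no compound for no effect and no enzyme for full effect; nearly all actives have a fitted effect of over 20% in size; some results filed as inactive show a strong effect at the top dose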
Target sequence (P00811 whole entry, looked up): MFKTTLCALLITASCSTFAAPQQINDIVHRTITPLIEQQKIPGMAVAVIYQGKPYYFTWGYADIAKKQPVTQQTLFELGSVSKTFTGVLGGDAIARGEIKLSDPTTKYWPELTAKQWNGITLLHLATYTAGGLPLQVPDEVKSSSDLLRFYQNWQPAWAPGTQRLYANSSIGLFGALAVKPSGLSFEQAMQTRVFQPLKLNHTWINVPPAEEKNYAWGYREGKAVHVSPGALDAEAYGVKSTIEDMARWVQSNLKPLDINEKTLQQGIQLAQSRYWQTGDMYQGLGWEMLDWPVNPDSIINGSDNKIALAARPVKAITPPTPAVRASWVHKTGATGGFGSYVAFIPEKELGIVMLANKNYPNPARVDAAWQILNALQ
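20 mM phosphate pH 7.0 + 0.01% (detergent screen) or 0.0001% Triton X-100; 5.3 nM AmpC reagent; cpd preinc 15 min RT; nitrocefin (800 uM stock) to start; A480 q20 s × 4 min; Activity was normalised to no-enzyme and no-compound control wells.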
HCV inhibitor = inhibitors of hepatitis C virus infection; Huh7.5.1 HCVcc-Cre infection, luciferase reporter, 44 h; Potency, µM (doses to about 41.8 µM), for the others: at the top dose activity change, negative = inhibition, hits mostly inhibitors; 340,000 compounds, 3.4% hits; AID 651820; also: potency is read from the fitted curve at half-maximal effect
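Luciferase read-out (15 sec integration) after a 15 min room-temperature substrate step quantifies HCVcc-Cre infection. Cells, 1,000 per well, had compound added 4 h post-plating, then virus at ~0.5 moi, and were cultured 44 h.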
AmpC inh detg = blocks E. coli AmpC beta-lactamase in detergent assay; P00811; AmpC hydrolysis of nitrocefin, absorbance 480 nm, 0.01% Triton; Potency, µM (titrated, usually from 114 µM), for inactives: at the highest dose activity change, negative = inhibition, most hits filed as inhibitors; 370,000 compounds, 0.041% hits; AID 485294;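 also: potency is read from the fitted curve at half-maximal effect; 0% = no-compound wells and -100% = no-enzyme wells; nearly all actives have a fitted effect of over 25% in size; some results filed as inactive show a strong effect at the top dose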
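20 mM phosphate pH 7.0 + 0.01% (detergent screen) or 0.0001% Triton X-100; 5.3 nM AmpC reagent; cpd preinc 15 min RT; nitrocefin (800 uM stock) to start; A480 q20 s × 4 min; Activity was normalised to no-enzyme and no-compound control wells.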
The depositor's hits bear a star; ? = inconclusive; . = no result given; & = joins results of further samples; [ ] = another dose, or the depositor's remark. Unless noted, calls follow the shape of the dose curve; as a rule, active = well fitted curve in the direction sought with a large enough effect; inconclusive = small, poorly fitted or top-dose-only effect, or another doubt; inactive = no such curve, though single readings can be large; an effect the other way counts as inactive or inconclusive. Unless noted, % is scaled to controls: 0 for no effect and ±100 for the full control effect.

Compound | Sm TGR block | Giardia FBPA inh | HCMV inh | AmpC inh no detg | HCV inhibitor | AmpC inh detg
Cc1cc(C)c2c3c(sc2n1)C(c1ccccc1)C(C#N)=C(N)O3 (configuration not stated) | -12.1% | -22.4% | -2.1 | -8.7% | ? | 0.2%
O=C(COc1ccc(C(=O)c2ccc(F)cc2)cc1)NCc1ccc(F)cc1 | 0.2% | 1.0% | -77.7* | -24.9% | -25.0% | -4.9%
COc1ccc(C2CC(c3ccccc3)Nc3nc(NC(=O)c4cccs4)nn32)cc1 (configuration not stated) | -10.7% | 5.4% | -9.9 | -47.8% | ? | -1.3%
Cc1cc(N2CCCCC2)nc(NCc2ccccc2)n1 | -4.6% | 7.6% | -63.9* | -6.5% | ? | -2.3%
CCOC(=O)c1sc2ccccc2c1S(=O)(=O)Nc1cccc(C(F)(F)F)c1 | -2.6% | . | 0.3 | . | . | -5.3%
COc1ccc(NC(=O)CCSCCc2ccccn2)cc1OC | -0.7% | -19.0% | -19.3 | -2.3% | 3.7% | -2.3%
O=C(NCc1ccccc1)C1C2C=CC3(CN(Cc4cccnc4)C(=O)C13)O2 (configuration not stated) | 6.9% | 0.3% | -16.3 | -1.8% | 6.7% | 7.2%
CCc1nnc(NC(=O)CSc2ccc(-c3nc4ccccc4[nH]3)cn2)s1 | 12.6% | -0.8% | -93.6* | -37.5% | -1.0% | 1.2%
O=C(Nc1cc(C(F)(F)F)ccc1N1CCOCC1)C1=COCCO1 | -2.5% | . | 15.5 | -2.9% | 11.2% | -2.8%
O=P(CN1CCN(c2ccccc2)CC1)(N1CCCCC1)N1CCCCC1 | 12.6%[11.4 µM] | 0.6% | -26.9 | 146.2%[activator] | 4.3% | -16.2%
CCN1CCc2nc(SCC(=O)Nc3ccc(OC)cc3)c(C#N)cc2C1 | -15.4% | -29.9% | 17.0 | -0.6% | ? | ?
Cc1cccc(CN2C(=O)N(c3ccc(C(C)C)cc3)S(=O)(=O)c3ccccc32)c1 | 10.6% | . | -68.9* | . | . | 9.4%
Cc1ccc2[nH]c(=O)c3cc(C(=O)NCCC(C)C)sc3c2c1 | 8.5% | 2.3% | -18.6 | -4.1% | ? | -8.9%
COc1ccccc1OCCCOc1ccc(C)cc1Br | -0.5% | -2.6% | -33.7 | -12.5% | ? | ?
O=C(CCc1nc2ccccc2c(=O)[nH]1)NCCN1C(=O)S/C(=C\c2ccc(Cl)cc2Cl)C1=O | -4.9% | . | -12.2 | -21.4% | ? | ?
CCn1c(-c2cccc(S(=O)(=O)N3CCCC3)c2)n[nH]c1=S | 4.1% | -11.0% | ? | -18.1% | 9.2% | 5.9%
Cn1c(-c2ccccc2)cnc1NCc1cccc([N+](=O)[O-])c1 | 12.2% | ? | 20.0 | -14.6% | -11.9% | -9.8%
Cn1c(=O)[nH]c(=O)c2c1nc(NCCCO)n2CCCc1ccccc1 | 13.1% | 0.6% | 53.9 | -23.0% | 5.2% | 2.4%
CCOC(=O)c1ccc2nc(C(F)(F)F)[nH]c(=O)c2c1 | 6.8% | 4.9% | -20.3 | -19.3% | -8.2% | ?
Cc1ccc(C)c(CN2CCC(CNC(=O)Cn3ncc4c([nH]c5ccccc54)c3=O)CC2)c1 | -0.8% | . | 8.8 | . | . | -3.6%
CCCS(=O)(=O)N1CCCC(C(=O)NCc2ccc3c(c2)OCO3)C1 (configuration not stated) | 4.7% | 6.4% | 2.6 | -2.7% | 20.7% | -10.6%
Cc1ccc(C(=O)Cn2cnc3ccccc3c2=O)cc1C | 1.5% | -14.7% | 86.4 | . | -10.0% | 15.9%
CC(c1ccccc1F)n1cc(C(=O)NCCc2ccco2)nn1 (configuration not stated) | ? | -4.8% | 1.8 | -7.5% | ? | -7.1%
COC(=O)CNC(=O)c1c(-c2ccccc2Cl)noc1C | 4.9% | 1.6% | ? | 0.9% | 2.9% | ?

Additional structures:
| SMILES | Sm TGR block | Giardia FBPA inh | HCMV inh | AmpC inh no detg | HCV inhibitor | AmpC inh detg |
| --- | --- | --- | --- | --- | --- | --- |
| COCCCNC(=S)NC1CCCCC1 | -6.3% | -2.9% | -1.4 | -14.9% | -3.5% | -5.0% |
| Cc1[nH]c2ccccc2c1C(=O)C(=O)N1CCN(c2ccccc2Cl)CC1 | -0.3% | . | -17.6 | -12.9% | -14.1% | 0.8% |
| O=c1cc(-c2ccc(O)c(O)c2)oc2c1ccc1ccccc12 | 2.9% | . | 10.7 | -33.1% | ? | -10.4% |
| CC(=O)c1ccccc1NC(=O)c1ccc(OCc2c(C)noc2C)cc1 | . | . | ? | -8.8% | ? | . |
| O=C1OCCN1C(=O)[C@H]1[C@H](c2ccc(F)cc2)C(c2cccc(Cl)c2)=NN1c1ccc(Br)cc1 | . | -1.7% | 21.7 | -28.9% | ? | . |
| CSc1ccc(/C=C/C(=O)OCC(=O)N2CCc3ccccc32)cc1 | 1.4% | . | 10.1 | -16.4% | 17.5% | -3.3% |
| Cc1cc(N2C(=O)C(=O)/C(=C(/O)c3ccc(F)cc3)C2c2cccc(Br)c2)no1 (configuration not stated) | 6.9% | 9.7% | 0.4 | -11.1% | 16.6% | -12.4% |
| COc1ccccc1NC(=O)c1cc(Cl)nc2ccccc12 | 8.9% | 0.9% | -6.4 | -10.6% | -17.3% | 1.7% |
| CC(C)c1onc(C(=O)NCc2ccccn2)c1[N+](=O)[O-] | ? | 1.5% | 12.5 | -7.5% | 26.0% | 2.5% |
| COc1ccc(NC(=O)C2CCN(S(=O)(=O)c3ccc4[nH]c(=O)ccc4c3)CC2)cc1Cl | 4.3% | . | -6.9 | . | . | 4.3% |
| COc1ccc(C(=O)NC2CCCCCC2)cc1S(=O)(=O)Nc1ccc(Br)cc1 | -12.5% | -2.1% | 32.3 | -51.0% | -0.9% | -4.6% |
| COc1ccc(CCNC(=O)CCCn2c(=O)c3ccccc3n(CC(=O)Nc3ccc(C)cc3Cl)c2=O)cc1OC | 4.6% | . | -38.5 | . | . | 10.8% |
| Cc1c(CN(C)Cc2cn(C)nc2-c2ccccc2F)[nH]c2ccccc12 | -5.0%[57.1 µM] | -6.1% | -22.3 | 110.9%[activator] | -1.2% | -9.3% |
| O=C(COc1cccc(NC(=O)c2cccc([N+](=O)[O-])c2)c1)c1ccc(Br)cc1 | 4.5% | 16.7% | -72.8* | -38.5% | 14.1µM* | 3.6% |
| CCOC(=O)c1c(C)[nH]c(C(=O)NCc2ccccc2OC)c1C | 10.8%[11.4 µM] | -0.6% | . | 4.6% | . | -12.2% |
| Cc1ccc(C2c3c(oc4ccc(Cl)cc4c3=O)C(=O)N2CCCN2CCOCC2)o1 (configuration not stated) | ? | -13.8% | . | 57.2% | 2.2% | ? |
| OCCNc1nc2ccccc2n1CCN1CCCCC1 | 2.7% | -29.9% | -15.8 | -12.8% | 12.7% | -11.8% |
| Cc1ccc(-n2nc(-c3ccc(N)cc3)cc2N)cc1 | -12.1% | -5.0% | -12.2 | 24.0% | 1.5% | ? |
| O=C(Nc1ccc(NC(=O)C2CC2)cc1)c1ccco1 | 3.9% | 13.7% | 51.0 | -9.0% | -24.2% | -1.0% |
| Cc1cccc(/C=C2\Sc3ccc(C(=O)N4CCOCC4)cc3N(C)C2=O)c1 | 0.6% | . | ? | 209.3%[activator] | ? | -1.0% |

Part of the list above, with two lines to a compound.
Results follow in this order: Sm TGR block	Giardia FBPA inh	HCMV inh	AmpC inh no detg	HCV inhibitor	AmpC inh detg
> Cc1c(CN(C)Cc2cn(C)nc2-c2ccccc2F)[nH]c2ccccc12
    -5.0%[57.1 µM]	-6.1%	-22.3	110.9%[activator]	-1.2%	-9.3%
> O=C(COc1cccc(NC(=O)c2cccc([N+](=O)[O-])c2)c1)c1ccc(Br)cc1
    4.5%	16.7%	-72.8*	-38.5%	14.1µM*	3.6%
> CCOC(=O)c1c(C)[nH]c(C(=O)NCc2ccccc2OC)c1C
    10.8%[11.4 µM]	-0.6%	.	4.6%	.	-12.2%
> Cc1ccc(C2c3c(oc4ccc(Cl)cc4c3=O)C(=O)N2CCCN2CCOCC2)o1 (configuration not stated)
    ?	-13.8%	.	57.2%	2.2%	?
> OCCNc1nc2ccccc2n1CCN1CCCCC1
    2.7%	-29.9%	-15.8	-12.8%	12.7%	-11.8%
> Cc1ccc(-n2nc(-c3ccc(N)cc3)cc2N)cc1
    -12.1%	-5.0%	-12.2	24.0%	1.5%	?
> O=C(Nc1ccc(NC(=O)C2CC2)cc1)c1ccco1
    3.9%	13.7%	51.0	-9.0%	-24.2%	-1.0%
> Cc1cccc(/C=C2\Sc3ccc(C(=O)N4CCOCC4)cc3N(C)C2=O)c1
    0.6%	.	?	209.3%[activator]	?	-1.0%

The results go on.
| SMILES | Sm TGR block | Giardia FBPA inh | HCMV inh | AmpC inh no detg | HCV inhibitor | AmpC inh detg |
| --- | --- | --- | --- | --- | --- | --- |
| CCCN(CC(=O)Nc1ccccc1OC)C(=O)c1ccc(=O)[nH]c1 | -10.6% | 1.9% | 6.6 | -12.5% | 29.0% | 1.7% |
| COc1cccc(N2CCN(S(=O)(=O)c3cc(-c4cc(C)no4)ccc3C)CC2)c1 | 14.6% | . | 4.8 | . | . | 3.1% |
| O=C(O)Cc1sc(Nc2cccc3ccccc23)nc1-c1ccccc1 | ? | . | -16.9 | -38.9% | 6.7% | -0.9% |
| Cc1oc(-c2ccccc2F)nc1CS(=O)(=O)CC(=O)NCc1ccco1 | 22.4µM* | 3.8% | 16.7 | -4.6% | 8.2% | -14.4% |
| Cn1cccc1/C=C1\Cc2ccccc2C1=O | 2.6% | -4.8% | 101.1 | -13.3% | ? | ? |
| COC(=O)CCC(=O)N(CCN(C(=O)CCC(=O)OC)c1ccccc1)c1ccccc1 | 4.7% | 5.6% | -95.5* | 66.5%[activator] | -0.6% | -0.1% |
| O=C(CSc1nnc2ccccn12)NNC(=O)c1cccc([N+](=O)[O-])c1 | -11.4% | . | -14.0 | -5.7% | 17.6% | 5.1% |
| COc1ccc(N(C(=O)c2snc(C(N)=O)c2N)C(C(=O)NCC2CCCO2)c2ccc3ncccc3c2)cc1OC (configuration not stated) | -2.7% | 6.8% | -3.6 | 72.1%[activator] | 2.2% | -11.7% |
| CCc1nn(CC(=O)N2CCC3(CC2)OCCO3)c(=O)c2cccn12 | -11.5% | . | 13.0 | -1.5% | 6.2% | 1.7% |
| O=C(CCC1N=C2c3ccccc3N=C(SCC(=O)Nc3cccc(Cl)c3)N2C1=O)NCc1ccco1 (configuration not stated) | -11.4% | . | -24.1 | . | . | -0.7% |
| Cc1c(O)cccc1C(=O)N[C@@H](CSc1ccccc1)[C@H](O)CN1C[C@H]2CCCC[C@H]2C[C@H]1C(=O)NC(C)(C)C | 28.3% | 10.2%&7.1% | 1.7&-23.0 | 34.6% | 10µM* | -3.4% |
| CC(/C=N/NC(=O)c1nnn(-c2nonc2N)c1CN(C)C)=C\c1ccco1 | 44.7µM* | ? | ? | 6.8% | -4.4% | 3.4% |

Source: PubChem (National Center for Advancing Translational Sciences (NCATS))
